Screening data from PubChem BioAssay.
Yeast tox: Inhibitors of S. cerevisiae growth, toxicity; S. cerevisiae wild-type growth, A595 turbidity, 16 h; growth inhibition, % at 25 µM (by protocol); hit rate 0.3% among 30,000;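 active means mutant and wild-type yeast strains alike exhibit over 30% growth inhibition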;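 further: 0% = untreated cell controls and 100% = YPD media blanks without cells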
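System – wild-type and eIF2Bepsilon-R284H mutant S. cerevisiae, screened separately · Measured by – absorbance at 595 nm (turbidity) · Timing – 16 h compound exposure during growth at 30 °C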
eIF2B yeast act: eIF2B (yeast) activity modulation | S. cerevisiae eIF2B-epsilon R284H, GCN4-lacZ luminescence | hit rate 0.91% among 27,000 | inhibition, % at 25 µM (by protocol) | AID 688;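 active means mutant luminescence inhibited past about 50% while wild type luminescence and mutant growth stay under set limits, limit read from the data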; further: some compounds called inactive have numbers as strong as hits
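material = yeast eIF2B-epsilon R284H mutant carrying GCN4–beta-galactosidase fusion | schedule = 16 h growth with compound at 30 °C, 90 min Beta-Glo step | measured by = luminescence and A595 | compound dosing = one concentration, 25 µM, 0.25% DMSO | read-out basis = % inhibition of reporter signal and growth versus controls | buffer or medium = YPD medium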
Yeast tox inhibition %: further read-out of Yeast tox, marked with its call; growth inhibition, %; S. cerevisiae eIF2Bepsilon-R284H mutant growth, A595 turbidity, 16 h;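 each compound tested once at 25 µM; 0% equals untreated cells and 100% equals cell-free medium blanks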
eIF2B yeast act mutant toxicity: also measured in eIF2B yeast act; calls as there; growth inhibition, %; measured here: mutant yeast growth, toxicity;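 each compound tested once at 25 µM; zero equals untreated control growth and 100 equals blank medium absorbance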
Numbers without * were called inactive; x = not tested or not shown.

SMILES | Yeast tox | Yeast tox inhibition % | eIF2B yeast act | eIF2B yeast act mutant toxicity
CC(C)OC(=O)CSc1nnc(-c2ccco2)n1N | x | x | -25 | x
Cc1cccc(C)c1N1CC(=O)N(c2c(C)cccc2C)CC1=O | 30 | -5 | -3 | -5
CCCCCCn1c(SCC(=O)c2c(N)n(C)c(=O)n(C)c2=O)nc2ccccc21 | 10 | -16 | x | x
c1ccc(NCc2nnc3n2CCCCC3)cc1 | -1 | -5 | 16 | -5
Cc1onc(-c2c(Cl)cccc2Cl)c1C(=O)Nc1ccc2c(c1)OCO2 | 5 | 0 | 28 | x
CC(C)c1nnc(NC(=O)C2CCN(c3nc4ccccc4s3)CC2)s1 | -47 | -29 | 23 | -29
Cc1ccc(S(=O)(=O)NC(C)C(c2cccs2)N2CCN(C)CC2)cc1 (stereo unspecified) | -5 | -4 | 29 | -4
Cc1cccc(OCc2n[nH]c(=S)n2C2CCCCC2)c1 | -8 | -11 | 48 | -11
CCC(=O)c1cc2c(cc1NC(=O)c1ccccc1)OCCO2 | -42 | -10 | 21 | -10
CCOc1ccc(N(CC(=O)NC2CCCC2)C(=O)CCCC(=O)Nc2ccccn2)cc1 | 17 | 23 | 6 | 23
Cc1ccc(C(CCN)c2ccco2)cc1 (stereo unspecified) | 1 | -4 | x | x
Cc1cc(OCCOc2cccc3cccnc23)c(C)cc1Cl | -9 | -13 | 0 | -13
COc1ccccc1NC(=O)CSc1nc(O)c(Cc2ccccc2)c(=O)[nH]1 | 11 | 12 | x | x
O=C(CN(C1CC1)S(=O)(=O)c1ccc(S(=O)(=O)N2CCCCCC2)cc1)Nc1ccccc1 | x | x | 12 | x
CN(Cc1ccco1)S(=O)(=O)c1ccc2c(c1)CCN2C(=O)CCC(=O)O | 7 | 24 | 26 | 24
COC(=O)c1ccc(NC(=O)N2CCC(O)(c3cccnc3)CC2)cc1 | 25 | -7 | -10 | -7
O=C(OC(C(=O)NCC1CCCO1)c1ccccc1F)c1ccco1 (stereo unspecified) | 12 | 2 | 7 | 2
O=C(O)CCN(CCC(=O)O)S(=O)(=O)c1ccccc1 | 15 | -3 | 2 | -3
O=c1c2ccccc2nc(SCc2cn3ccsc3n2)n1-c1ccccc1F | 1 | 5 | 10 | 5
CCCCOCCCNC(=O)c1ccc(OCC)cc1 | 10 | 24 | 23 | 24
Cc1ccc(OCC(=O)Nc2cccc(O)c2)cc1C | 11 | -10 | 22 | -10
Cc1ccc(CS(=O)(=O)CCC(=O)NCc2ccccn2)cc1 | 7 | 10 | 18 | 10
CCOC(=O)N1CCN(C(=O)c2ccc3c(=O)n(Cc4ccccc4)c(=S)[nH]c3c2)CC1 | 14 | -4 | -7 | -4
CN(C)/C=N/c1c(C#N)cnn1-c1ccccc1 | 21 | 27 | 19 | 27
CCc1c(C)nc2ncnn2c1N1CCC(C(=O)N2CCN(c3ccc(F)cc3)CC2)CC1 | 20 | 7 | 12 | 7
Cc1cc(C(=O)N(C)C)sc1-c1ccccc1 | 5 | -21 | 39 | -21
CCOc1ccc(-c2nnc3sc(COc4ccccc4)nn23)cc1 | 13 | 4 | 30 | 4
COCCCn1c2nc3ccccc3nc2c2c(=O)n(-c3ccccc3OC)c(C)nc21 | -9 | -26 | x | x
O=C(Nc1cc(C(F)(F)F)ccc1N1CCOCC1)c1ccco1 | -17 | 13 | -33 | 13
Clc1ccccc1Cn1nnc2c(N3CCOCC3)nc(C3CC3)nc21 | 35 | 9 | x | x
COc1ccc(N2C(=O)CCC(C(=O)N(C)C3CCCCC3)C2c2ccc(OC)c(OC)c2)cc1 (stereo unspecified) | 17 | 14 | 15 | 14
COc1ccc(C)cc1-n1c(-c2ccncc2)n[nH]c1=S | -5 | -5 | 3 | -5
O=C(Nc1cccc(F)c1)c1c(F)c(F)c(F)c(F)c1F | -9 | -10 | -15 | -10
CC(C)Oc1cc2oc(=O)c3c(c2cc1Cl)CCC3 | -2 | 21 | x | x
COc1ccc(/C=N/N=C2/NC(=O)C(c3ccccc3)(c3ccccc3)S2)cc1 | -6 | 12 | 27 | 12
O=C(CSc1nc2ccccc2[nH]1)NCc1ccco1 | -9 | -5 | 15 | -5
CCC(=NC1CC(C)(C)NC(C)(C)C1)C1=C(O)CC(C)(C)CC1=O | 23 | 15 | 5 | 15
O=C(CN1CCCCC1)Nc1ccccc1 | 11 | 19 | 26 | 19
Cc1c(C2(O)C(=O)Nc3ccc(F)cc32)c(=O)n(-c2ccccc2)n1C (stereo unspecified) | -2 | 4 | 19 | 4
Cc1ccc(C(CC(N)=O)c2ccco2)cc1 (stereo unspecified) | -7 | -9 | 13 | -9
O=C(Cn1cc([N+](=O)[O-])cn1)N1N=C(C(F)F)CC1(O)C(F)F (stereo unspecified) | 7 | 14 | -47 | 14
CCOC(=O)Cc1csc(NC(=O)c2c(-c3c(F)cccc3Cl)noc2C)n1 | 0 | -17 | 38 | -17
COc1ccc(NCc2n[nH]c(=O)c3ccccc23)cc1 | 14 | 8 | 24 | 8
Clc1ccc(C(c2nnnn2CCc2ccccc2)N2CCSCC2)cc1 (stereo unspecified) | -8 | 0 | -2 | x
Cc1cccc(C)c1NS(=O)(=O)c1c(C)[nH]c(=O)[nH]c1=O | 11 | 3 | -13 | 3
CC(=O)c1c(CC(=O)O)[nH]n(-c2nc3ccccc3s2)c1=O | 10 | 18 | 17 | 18
COCc1cc(=O)[nH]c(Nc2nc(C)c3ccccc3n2)n1 | 8 | 27 | 23 | 27
N#CC(C(=O)OCc1ccccc1)c1nc2ccccc2nc1N1CCOCC1 (stereo unspecified) | -13 | -4 | 26 | -4
COc1cc2ccccc2cc1C(=O)O | 19 | 8 | x | x
CCCS(=O)(=O)N1CCCC(c2nc(-c3cccc(OC)c3)no2)C1 (stereo unspecified) | -5 | 0 | 30 | x

Further structures follow:
SMILES | Yeast tox | Yeast tox inhibition % | eIF2B yeast act | eIF2B yeast act mutant toxicity
COc1ccc(NC(=O)Nc2ccc3nc(C)c(C)nc3c2)cc1 | -29 | -14 | -3 | -14
O=C(O)C1CC(=O)N(Cc2ccc3c(c2)OCO3)C1 (stereo unspecified) | 22 | 10 | 12 | 10
CC(C)CC(=O)NC1(C(F)(F)F)C(=O)Nc2c1c(=O)n(C)c(=O)n2C (stereo unspecified) | x | x | 0 | x
Cc1nc(C)c(C(=O)C2=C(O)C(=O)N(CCN(C)C)C2c2cccs2)s1 (stereo unspecified) | 10 | 14 | 1 | 14
O=C1C(C=NCC2CCCO2)=C(O)c2ccccc21 (stereo unspecified) | 15 | 16 | 24 | 16
O=C(Cn1cc(C(=O)C2CC2)c2ccccc21)NCC1CCCO1 (stereo unspecified) | -12 | 0 | 23 | x
N/C(=N\OC(=O)Nc1ccc(Cl)c(Cl)c1)c1ncc(C(F)(F)F)cc1Cl | 35* | 30* | 17 | 30
C=CCOc1ccc(Oc2cc(C)nc(SC)n2)nn1 | -14 | 8 | 28 | 8
CCOC(CNC(=O)CCc1c(C)nc2nc(C)nn2c1C)OCC | -8 | 3 | x | x
COc1cc(Nc2ccc(C)cc2)c([N+](=O)[O-])nc1[N+](=O)[O-] | x | x | 30 | x
CCCn1nnnc1SCC(=O)N1CCOCC1 | 8 | -14 | 8 | -14
NC(=O)c1c(NC(=O)CN2CCOCC2)sc2c1CCC2 | 14 | 11 | 24 | 11
COc1cc2ccccc2cc1C(=O)Nc1cccnc1 | 2 | 15 | 18 | 15
CCC(=O)N1CCN(c2ccc(NC(=O)c3ccc4c(c3)OCO4)cc2)CC1 | 1 | -12 | 6 | -12
Cc1cc(C(=O)O)c(CSCc2cc(C(=O)O)oc2C)o1 | 14 | 11 | 24 | 11
Cc1[nH]c(=S)n(CC2CCCO2)c1C (stereo unspecified) | 2 | -18 | 22 | -18
NC(=O)C1CCN(C(=O)c2ccco2)CC1 | x | x | -23 | x
CCc1ccccc1N(CC)C(=O)c1cn(C)c(=O)c2cc(OC)c(OC)cc12 | 7 | -20 | 24 | -20
O=C(CSc1nnc(COc2ccccc2)n1-c1ccccc1)c1ccccc1 | -21 | -14 | -10 | -14
Cc1ccc(S(=O)(=O)NC(C)C(=O)NC2CCCCCC2)cc1 (stereo unspecified) | 14 | 15 | -6 | 15
C=CCc1ccccc1OCC(CN1CCCCC1)OC(C)=O (stereo unspecified) | 7 | -10 | 22 | -10
C/C(=N\NC(=O)Cc1cccn1C)c1ccc2ccccc2c1 | 0 | -8 | x | x
N#CC1=C(SCC(=O)c2ccc(Br)cc2)NC2=C(C(=O)CCC2)C1c1ccco1 (stereo unspecified) | 17 | 10 | 15 | 10
Cc1ccnc(NS(=O)(=O)c2ccc(NC(=O)C34CC5CC(CC(C5)C3)C4)cc2)n1 | 3 | 18 | x | x
CN1CCN(Cc2nc(N)nc(Nc3ccc4c(c3)OCCO4)n2)CC1 | 12 | 3 | -2 | 3
C=CCn1c(=O)/c(=C2/SC(C)=C(C)N2CC)s/c1=C1/C(=O)N(C)C(=S)N1c1ccccc1 | 0 | -3 | 0 | -3
Cc1[nH]n(-c2ccccc2)c(=O)c1/C=N/c1ccccn1 | 3 | 0 | x | x
COc1ccc(C(=O)NCc2cn3ccccc3n2)cc1 | 12 | -3 | 12 | -3
O=S(=O)(c1cccc(-c2nc3ccccc3s2)c1)N1CCCC1 | -17 | 0 | 4 | x
COC(=O)C1CCN(C(=O)C(C)Oc2ccc(Cl)cc2Cl)CC1 (stereo unspecified) | -1 | 7 | -13 | 7
COc1ccc(C(=O)C2CCN(C(=O)c3ccc(C)cc3)CC2)cc1 | 14 | 0 | 3 | x
COc1ccc(C2CCCN2C(=O)c2cccs2)cc1 (stereo unspecified) | 30 | 15 | 24 | 15
Cn1c(OCc2cccnc2)nc2c1c(=O)n(Cc1ccccc1)c(=O)n2C | x | x | 9 | x
Cn1c(CNC(=O)Nc2ccccc2Cl)nnc1SCc1ccccc1 | 5 | -4 | -4 | -4
Cn1c(=O)c2c(nc(SCC(=O)N3CCc4ccccc43)n2Cc2ccc(F)cc2)n(C)c1=O | 3 | -3 | 23 | -3
CC(=O)c1ccc(N(C)C)c2c(N(C)C)cccc12 | 14 | -5 | -3 | -5
Cc1nc(SC(C(=O)c2ccccc2)c2ccccc2)n[nH]1 (stereo unspecified) | -10 | -9 | -1 | -9
CC(C)(C)c1cnnn1-c1ccc(NC(=O)c2ccc(Br)o2)cc1 | -20 | 7 | 40 | 7
CCCN1C(=O)c2ccccc2NC1c1ccc(OC)cc1O (stereo unspecified) | 6 | 14 | 17 | 14
O=c1c(-c2ccnn2-c2cccc(Cl)c2)cnc2n1CCS2 | -1 | 10 | -22 | 10

A section of the results above, as a working copy:
SMILES | Yeast tox | Yeast tox inhibition % | eIF2B yeast act | eIF2B yeast act mutant toxicity
COc1ccc(C2CCCN2C(=O)c2cccs2)cc1 (stereo unspecified) | 30 | 15 | 24 | 15
Cn1c(OCc2cccnc2)nc2c1c(=O)n(Cc1ccccc1)c(=O)n2C | x | x | 9 | x
Cn1c(CNC(=O)Nc2ccccc2Cl)nnc1SCc1ccccc1 | 5 | -4 | -4 | -4
Cn1c(=O)c2c(nc(SCC(=O)N3CCc4ccccc43)n2Cc2ccc(F)cc2)n(C)c1=O | 3 | -3 | 23 | -3
CC(=O)c1ccc(N(C)C)c2c(N(C)C)cccc12 | 14 | -5 | -3 | -5
Cc1nc(SC(C(=O)c2ccccc2)c2ccccc2)n[nH]1 (stereo unspecified) | -10 | -9 | -1 | -9
CC(C)(C)c1cnnn1-c1ccc(NC(=O)c2ccc(Br)o2)cc1 | -20 | 7 | 40 | 7

Carrying on.
SMILES | Yeast tox | Yeast tox inhibition % | eIF2B yeast act | eIF2B yeast act mutant toxicity
CCOC(=O)N1CCN(Cc2nc(-c3ccc(Cl)cc3)no2)CC1 | -41 | 0 | 7 | x
Cc1ccc(-c2c(C)n([O-])c3c([n+]2=O)CCCC3)o1 | 10 | -5 | 5 | -5
O=C(Nc1ccccc1N1CCN(c2ccccc2)CC1)C12CC3CC(CC(C3)C1)C2 | -3 | 18 | 24 | 18
c1ccc(-n2c(-c3ccncc3)nnc2-c2cccs2)cc1 | -1 | 8 | -4 | 8
Cc1nnc(SCCc2ccccc2)[nH]c1=O | 5 | -12 | 29 | -12
COC(=O)c1cc2oc(C)cc2n1CC(=O)Nc1ccc(OC)c(OC)c1OC | -7 | 21 | -18 | 21
COc1ccc(-c2cn[nH]c2N)cc1OC | 8 | 18 | 24 | 18

Entries of single compounds as entered above.
`Cc1cccc(C)c1NS(=O)(=O)c1c(C)[nH]c(=O)[nH]c1=O` is listed as Yeast tox = 11; Yeast tox inhibition % = 3; eIF2B yeast act = -13; eIF2B yeast act mutant toxicity = 3
`C/C(=N\NC(=O)Cc1cccn1C)c1ccc2ccccc2c1` is listed as Yeast tox = 0; Yeast tox inhibition % = -8; eIF2B yeast act = x; eIF2B yeast act mutant toxicity = x

Not all compounds are listed, so the mix of outcomes need not match the whole.
